12-LOX inh – ALOX12 (human) lipoxygenase inhibition. Potency, µM (titrated, usually from 108 µM), inactives show at the highest dose activity change, negative = inhibition, actives largely listed as inhibitors. 1.1% of 580,000 active. purified 12hLO, xylenol orange hydroperoxide absorbance. AID 1671190; also: % is scaled to controls: 0 for no effect and ±100 for the full control effect
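Purified human 12hLO (150 nM final) in 25 mM Hepes, 0.01% Triton X-100, pH 7.0 was preincubated 15 min at room temperature with compound. Then 40 uM arachidonic acid was added, 30 min. Hydroperoxide was read by Fe-XO absorbance ratio 573/405 nm.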
RGS4 inhibitor – blocks human RGS4-accelerated GTP hydrolysis; P49798; Transcreener GDP fluorescence polarization, RGS4-accelerated GTP hydrolysis; Potency, µM (top dose mostly 114 µM), without a hit: top-dose activity change, negative = inhibition, actives largely listed as inhibitors; 0.039% of 390,000 active; AID 504845; also: % is scaled to controls: 0 for no effect and ±100 for the full control effect; nearly all actives have a fitted effect of over 75% in size; some results filed as inactive show a strong effect at the top dose
Target sequence (P49798 whole entry, looked up): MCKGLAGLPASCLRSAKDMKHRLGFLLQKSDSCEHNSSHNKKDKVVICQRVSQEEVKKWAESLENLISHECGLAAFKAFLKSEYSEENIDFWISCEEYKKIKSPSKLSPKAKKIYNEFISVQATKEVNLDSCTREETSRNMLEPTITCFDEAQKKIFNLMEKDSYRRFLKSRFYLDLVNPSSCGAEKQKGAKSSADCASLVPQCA
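MLSMR compounds (23 nl, pin-transferred) preincubated 10 min at room temperature with a 500nM (2x) first reagent, then RGS4 at 900nM (2x) plus Transcreener GDP mix added; fluorescence polarization (620/688 nm) read before and after 90 min at 30 °C.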
TrxR1 inh – rat TrxR1 inhibition; O89049; recombinant rTrxR1, NADPH fluorescence consumption, selenite substrate; Potency, µM (series often up to 114 µM), inactives show top-dose activity change, negative = inhibition, usual class: inhibitors; 1% of 390,000 active; AID 588453; also: % is scaled to controls: 0 for no effect and ±100 for the full control effect; nearly all actives have a fitted effect of over 65% in size
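Rat TrxR1 (90 nM in the dispensed reagent) was pre-reduced with 400 uM NADPH for 5 min at room temperature, then incubated with compound for 15 min. After 400 uM selenite was added, NADPH fluorescence (Ex 340/Em 450 nm) was followed for 8 min.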
Vif-APOBEC3F blk – Vif-A3F binding inhibition; HeLa A3F-eYFP + Vif (tagged APOBEC3F with the HIV-1 protein that degrades it), YFP fluorescence increase; Potency, µM (highest dose often 46.1 µM), inactives show at the highest dose activity, negative = active; 0.2% of 390,000 active; also: % of control where 0% means no effect; nearly all actives have a fitted effect of over 65% in size
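HeLa cells stably expressing Vif plus C-terminally eYFP-tagged A3F were seeded, incubated overnight at 37 deg C, dosed with compound, incubated overnight again at 37 deg C. Yellow fluorescence (Ex 488/Em 500-530) reported blocked Vif-mediated A3F-eYFP degradation.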
TrxR1 substrate – substrates of rat thioredoxin reductase 1. 0.01% of 390,000 active. O89049. AID 588456. purified TrxR1 substrate turnover, NADPH consumption readout. Potency, µM (top dose mostly 114 µM), inactives show at the highest dose activity change, negative = substrate turnover; also: % is scaled to controls: 0 for no effect and ±100 for the full control effect; nearly all actives have a fitted effect of over 50% in size
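Rat TrxR1, dispensed at 90 nM, was prereduced with 400 uM NADPH (final) for 5 min at ~22 deg C, then incubated with compound 15 min before 400 uM selenite. A first-read NADPH fluorescence drop versus no-compound background flagged substrates.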
RXFP1 agonist – agonists of human relaxin receptor RXFP1; Q9HBX9; 0.3% of 370,000 active; HEK293T-RXFP1 cAMP TR-FRET, 30 min; response scale: percent of porcine relaxin response, buffer zero; Potency, µM (doses to about 57.5 µM), without a hit: top-dose activation, most hits filed as activators; also: % is scaled to controls: 0 for no effect and ±100 for the full control effect; nearly all actives have a fitted effect of over 60% in size; many of its hits are not listed in these tables
Target sequence (Q9HBX9 whole entry, looked up): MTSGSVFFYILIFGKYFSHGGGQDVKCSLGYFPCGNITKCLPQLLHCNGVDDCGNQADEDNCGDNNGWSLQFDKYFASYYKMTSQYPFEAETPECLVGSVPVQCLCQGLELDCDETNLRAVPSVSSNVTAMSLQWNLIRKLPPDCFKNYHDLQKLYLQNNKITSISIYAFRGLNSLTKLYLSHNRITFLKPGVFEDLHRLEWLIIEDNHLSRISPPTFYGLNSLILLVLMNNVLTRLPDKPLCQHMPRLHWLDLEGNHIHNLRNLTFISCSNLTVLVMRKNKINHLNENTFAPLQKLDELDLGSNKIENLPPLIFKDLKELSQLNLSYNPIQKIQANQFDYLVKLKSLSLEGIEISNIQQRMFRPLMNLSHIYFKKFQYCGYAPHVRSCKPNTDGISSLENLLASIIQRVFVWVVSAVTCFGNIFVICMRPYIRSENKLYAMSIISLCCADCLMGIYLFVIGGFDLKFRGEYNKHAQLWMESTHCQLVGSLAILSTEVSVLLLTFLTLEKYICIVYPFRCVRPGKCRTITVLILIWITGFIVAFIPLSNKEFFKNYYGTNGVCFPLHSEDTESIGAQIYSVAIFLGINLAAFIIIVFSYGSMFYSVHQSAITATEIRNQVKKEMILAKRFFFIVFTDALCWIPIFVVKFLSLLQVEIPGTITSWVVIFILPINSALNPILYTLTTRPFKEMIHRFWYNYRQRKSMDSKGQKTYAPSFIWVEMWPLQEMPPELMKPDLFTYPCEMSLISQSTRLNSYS
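cAMP rise read by TR-FRET after 30 min, 37C compound exposure (up to 58 uM) in RXFP1-transfected HEK293 cells with Ro 20174 present. EC50 from Hill-equation fits, with 29 nM porcine relaxin as 100% and buffer as basal.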
Vif-A3G inh – blocks the Vif interaction with human APOBEC3G; Q9HC16; HeLa A3G-eYFP + Vif (tagged APOBEC3G with the HIV-1 protein that degrades it), YFP fluorescence, overnight; Potency, µM (doses to about 46.1 µM), for inactives: at the top dose activity, negative = active, actives largely listed as inhibitors; 0.076% of 410,000 active;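 also: % is scaled to controls: 0 for no effect and ±100 for the full control effect; nearly all actives have a fitted effect of over 60% in size; hits raise eYFP signal because A3G escapes Vif-driven loss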
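Read-out is eYFP fluorescence (Ex 488/Em 500-530) from Vif-expressing HeLa A3G-eYFP cells; more signal means A3G escaped Vif-mediated degradation. Cells plated overnight, compound pinned in, incubated overnight at 37 deg C.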
USP1 inh – USP1/UAF1 (human) deubiquitinase inhibition. O94782. recombinant USP1/UAF1, Ub-Rhodamine cleavage fluorescence. Potency, µM (doses to about 57.1 µM), for inactives: top-dose activity change, negative = inhibition, actives largely listed as inhibitors. 0.23% of 390,000 active; also: % is scaled to controls: 0 for no effect and ±100 for the full control effect; nearly all actives have a fitted effect of over 60% in size; inactives centre near -12
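1 nM enzyme complex + cpd, 15 min RT; start with Ub-Rho 150nM final; kinetic fluorescence ex 480/em 540, 6 reads q60 s. Buffer 50mM HEPES pH 7.8, 0.5mM EDTA, 0.1 mg/ml BSA, 1mM TCEP, 0.01% Tween-20.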
mIDH1 inhibitor – human IDH1 R132H inhibition | O75874 | IDH1-R132H enzyme, NADPH consumption, diaphorase/resazurin fluorescence | Potency, µM (doses to about 76.6 µM), for inactives: at the top dose activity change, negative = inhibition, actives largely listed as inhibitors | 0.093% of 390,000 active; also: % is scaled to controls: 0 for no effect and ±100 for the full control effect; nearly all actives have a fitted effect of over 65% in size
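IDH1-R132H (0.5 ug/mL) preincubated 30 min with compound, then NADPH (0.016 mM) and alpha-KG (2 mM) added; 80 min at RT, pH 7.5. Remaining NADPH coupled via diaphorase/resazurin to fluorescence (540/590 nm); concentration-response curves normalized to no-enzyme control.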
Active calls of the source: *; ? = inconclusive; / = not tested or not shown; [ ] = another dose, or the depositor's remark. Calls follow the shape of the dose curve; as a rule, active = well fitted curve in the direction sought with a large enough effect; inconclusive = small, poorly fitted or top-dose-only effect, or another doubt; inactive = no such curve, though single readings can be large; an effect the other way counts as inactive or inconclusive. Potency is read from the fitted curve at half-maximal effect.

entry	structure	12-LOX inh	RGS4 inhibitor	TrxR1 inh	Vif-APOBEC3F blk	TrxR1 substrate
1	O=S(=O)(c1ccc(F)cc1)N(Cc1nc(-c2ccccc2)no1)C1CCCCC1	-16%	32%	23%	11%	3%
2	CC(=O)N1CCN=C1SCc1ccc(Cl)cc1	2%	5%	14%	-3%	-1%
3	CC(C)C(Sc1nc(-c2ccccc2)cc(-c2ccccc2)c1C#N)C(=O)O (stereo not given)	?	-21%	-4%	5%	-1%
4	CCOc1ccc(NC(=O)C2CC(=O)N(C)C(=Nc3ccc4c(c3)OCO4)S2)cc1 (stereo not given)	-2%[57.4 µM]	-5%	8%	0%	-2%
5	CCN(CC)CCCC(C)NC1=NCCCCC1 (stereo not given)	0%	6%	-6%	1%	-1%
6	Cc1cccc(N2CCN(C(=O)c3ccccc3NC(=O)C3=CSCCO3)CC2C)c1 (stereo not given)	3%	-45%[56.9 µM]	-12%	1%	-11%
7	CC(=O)C(C)Sc1nnc(-c2ccccc2F)n1C1CC1 (stereo not given)	0%	-7%	4%	?	4%
8	COc1ccccc1-c1noc(CSc2nc(N)cc(=O)[nH]2)n1	-42%	-5%	40%	0%	10%[57.1 µM]

entry	RXFP1 agonist	Vif-A3G inh	USP1 inh	mIDH1 inhibitor
1	0.1%	3%	-24%	-5%
2	-0.1%	2%	?	-5%
3	26%	0%	?	?
4	0.5%	1%	-1%	3%
5	-0.2%	-1%	-13%	3%
6	0.7%	0%	-20%	-3%
7	-0.4%	-2%	-2%	4%
8	2.9%	-1%	-18%	19%

Reformatted bar-delimited: part of the list above
item | canonical_smiles | 12-LOX inh | RGS4 inhibitor | TrxR1 inh | Vif-APOBEC3F blk | TrxR1 substrate | RXFP1 agonist | Vif-A3G inh | USP1 inh | mIDH1 inhibitor
2 | CC(=O)N1CCN=C1SCc1ccc(Cl)cc1 | 2% | 5% | 14% | -3% | -1% | -0.1% | 2% | ? | -5%
3 | CC(C)C(Sc1nc(-c2ccccc2)cc(-c2ccccc2)c1C#N)C(=O)O (stereo not given) | ? | -21% | -4% | 5% | -1% | 26% | 0% | ? | ?

(cont.)
entry	structure	12-LOX inh	RGS4 inhibitor	TrxR1 inh	Vif-APOBEC3F blk	TrxR1 substrate
9	Cc1cc2oc(=O)cc(CSc3nc(N)cc(N)n3)c2cc1C(C)C	?	-26%	5%	-5%	0%
10	CC(=O)N1c2ccc(S(=O)(=O)N3CCC(C(=O)NC4CCCC(C)C4C)CC3)cc2CC1C (stereo not given)	-7%	-1%	22%	-3%	6%
11	Cc1ccc(N(C(=O)c2csnn2)C(C(=O)NC2CCCC2)c2ccccn2)c(C)c1 (stereo not given)	-22%	-8%	9%[57.1 µM]	-14%	4%[57.1 µM]
12	Cc1cccc(C)c1NC(=O)Cn1c(=O)n(CCCC(=O)NCc2ccco2)c(=O)c2sccc21	8%	20%	24%	4%	8%
13	O=C1CCCc2c1ccc1ccccc21	-1%	16%	-7%	-4%	14%[57.1 µM]
14	Cc1ccccc1S(=O)(=O)N(C)C[C@@H]1OCc2ccccc2-c2c(n(C)c3ccccc23)C(=O)N([C@H](C)CO)C[C@@H]1C	7%	/	/	0%	/
15	CCOc1ccccc1OCCCNCc1ccccc1	?	2%	6%[57.1 µM]	-1%	6%[57.1 µM]
16	Cc1ccc2cc(C#N)c(N3CCN(C(=O)c4ccccc4)CC3)nc2c1	2%	9%	38%	10%	19%

entry	RXFP1 agonist	Vif-A3G inh	USP1 inh	mIDH1 inhibitor
9	0.8%	-2%	0%	-7%
10	-1.1%	-10%	-20%	-2%
11	0.6%	2%	-19%	-2%
12	-3.0%	-8%	-21%	-1%
13	/	0%	-15%	0%
14	/	-2%	-16%	-4%
15	-4.4%	-3%	-21%	4%
16	-0.8%	-4%	-12%	-1%

Next records
entry	structure	12-LOX inh	RGS4 inhibitor	TrxR1 inh	Vif-APOBEC3F blk	TrxR1 substrate
17	COc1cccc(-c2cn3c(n2)sc2cc(C(=O)NCCCc4ccccc4)ccc23)c1	-24%	28%	21%	1%	10%
18	O=C(Nc1cccc(NC(=O)c2cccnc2Cl)c1)c1ccco1	0%	-3%	-12%[11.4 µM]	0%	-8%[11.4 µM]
19	COc1ccc(OCC(=O)OC(C)CN2CCOCC2)cc1 (stereo not given)	9%[57.4 µM]	-14%	-1%	-2%	2%[57.1 µM]
20	CCOC(=O)Cn1c(C(=O)OCC)cc2sccc21	3%	2%	-3%	-10%	3%
21	Cc1cccc(NC(=S)N/N=C/c2cccc([N+](=O)[O-])c2)c1	/	-34%	-3%	-18%	-6%
22	COc1cccc2cc(-c3cn4c(n3)sc3cc(F)ccc34)c(=O)oc12	-4%	-15%	13%[57.1 µM]	-5%	0%[57.1 µM]
23	O=C(NCc1ccccn1)Nc1ccc(Br)cc1	5%	9%	20%	0%	0%
24	O=S(=O)(CC(O)COc1ccc(Br)cc1)c1ccccc1 (stereo not given)	242%[activator]	-10%	6%	-10%	-4%

entry	RXFP1 agonist	Vif-A3G inh	USP1 inh	mIDH1 inhibitor
17	6.6%	1%	?	-7%
18	-0.3%	0%	-5%	-1%
19	2.9%	0%	-18%	0%
20	-0.4%	0%	-23%	2%
21	0.4%	3%	-5%	5%
22	1.3%	4%	6%	-7%
23	-2.7%	-7%	-22%	-6%
24	1.0%	0%	-26%	4%

The list goes on.
entry	structure	12-LOX inh	RGS4 inhibitor	TrxR1 inh	Vif-APOBEC3F blk	TrxR1 substrate
25	Cc1[nH]c2ccc(F)cc2c1CCN(Cc1ccncc1)C(=S)Nc1ccc(F)cc1	-14%	0%	-2%	-1%	-8%
26	CCN1C(=O)[C@H]2[C@@H](c3ccc(-c4ccc(F)cc4)c(OC)c3)N[C@@](Cc3ccccc3)(C(=O)OC)[C@H]2C1=O	-3%	-11%	25%	1%	7%
27	Cc1cc(C)n2nc(C(=O)N3CCCC(N4CCN(c5ccccc5C)CC4)C3)cc2n1 (stereo not given)	0%	-12%	-9%	1%	13%
28	O=C(COC(=O)CCNS(=O)(=O)c1cccs1)Nc1cc(C(F)(F)F)ccc1Cl	-8%	2%	15%	1%	-1%
29	CCC(C)(CC(=O)N(C)CCC#N)c1ccccc1 (stereo not given)	10%	10%	16%	3%	11%
30	COc1ccc(NC(=O)C[C@H]2C(=O)N(c3ccc(Br)cc3)C[C@@H]2C)cc1	-29%	/	/	0%	/
31	COc1ccc(NC(=O)C(=O)N/N=C/c2cccnc2)c(OC)c1	7%	-16%	18%[57.1 µM]	3%	7%[57.1 µM]
32	CCCCN1C2=NCCCN2c2cc(C)c(C)cc21	0%	-37%	16%[57.1 µM]	-1%	-2%

entry	RXFP1 agonist	Vif-A3G inh	USP1 inh	mIDH1 inhibitor
25	0.1%	2%	-27%	2%
26	/	4%	?	-3%
27	0.5%	0%	-17%	4%
28	0.0%	4%	-19%	9%
29	-1.2%	0%	-6%	7%
30	/	0%	-18%	0%
31	-0.7%	0%	-7%	9%
32	0.1%	2%	-3%	5%

Next section
entry	structure	12-LOX inh	RGS4 inhibitor	TrxR1 inh	Vif-APOBEC3F blk	TrxR1 substrate
33	Cc1[nH]c2ccccc2c1C(=O)CSc1ccc(F)cc1	-1%	-15%	0%	7%	-4%
34	COc1ccc(Cl)cc1-c1nc(SCC(=O)NC2CCS(=O)(=O)C2)n[nH]1 (stereo not given)	202%[activator]	-4%	14%	-2%	1%
35	COc1cc(C(=O)NCCNC(=O)c2cc(OC)c(C)c(OC)c2)cc(OC)c1C	-5%	-25%	29%[57.1 µM]	14%	9%[0.0914 µM]
36	NC(=S)N/N=C/c1coc2ccc(Br)cc2c1=O	95%[activator]	-37%	7%	-5%	3%
37	COc1ccc(NC(=O)c2cc(=O)c3ccc(C)c(C)c3o2)cc1Cl	?	15%	16%	-1%	4%
38	CC1=C(c2ccccc2)SC2=NCCN21	3%	14%	4%	-7%	-2%
39	CCOc1ccc(S(=O)(=O)N2CCC(N3CCN(Cc4ccc(F)cc4)C(=O)C3=O)CC2)cc1	-53%	-18%	18%[57.1 µM]	-10%	0%[57.1 µM]
40	Cc1cc(OCc2cc(C(=O)N(C)Cc3nonc3C)no2)cc(C)c1Cl	-3%	-18%[56.9 µM]	24%[57.1 µM]	3%	2%[57.1 µM]

entry	RXFP1 agonist	Vif-A3G inh	USP1 inh	mIDH1 inhibitor
33	-0.1%	0%	-18%	10%
34	0.1%	-1%	-24%	-6%
35	?	1%	-20%	-3%
36	-0.1%	0%	-23%	7%
37	0.9%	-4%	-16%	14%
38	1.7%	0%	4%	-18%
39	-2.3%	-2%	-25%	-13%
40	0.2%	0%	-25%	4%

Some values from the entries so far:
For mIDH1 inhibitor, cpd 33 is listed with 10%
For USP1 inh, cpd 40 is listed with -25%
For RGS4 inhibitor, cpd 35 is listed with -25%

Bioassay records: PubChem, National Center for Advancing Translational Sciences (NCATS)

Not all compounds are listed; rates above refer to the full screens.
